Screens from PubChem BioAssay.
MPTP block = permeability transition pore inhibition | inhibition, % at 10 µM | AID 602449 | hit rate 1.4% among 360,000 | isolated mouse mitochondria, Ca2+ swelling absorbance, 30 min;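 active = inhibition of 50% or more, scaled per plate between neutral and stimulator controls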;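 note: 0% = DMSO wells given calcium and 100% = 1 mM EGTA wells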
The depositor's hits bear a star.

Start of the data: the first four compounds, ahead of the listing:
mol	MPTP block
CC(=O)c1ccc(-c2cnc3c(NC=O)cc(-c4ccc(N5CCN(C)CC5)cc4)cn23)cc1	1.6
Cc1cc(C(=O)NNC(C)Cc2ccccc2)no1 (configuration not stated)	-0.1
CCc1ccc(C(O)c2ncc(-c3cccc(OC)c3)[nH]2)cc1 (configuration not stated)	2.3
COc1ccc(C#Cc2cccc(-c3nc(C(=O)NCc4ccc(Oc5ccccc5)cc4)cc4c3[C@@H](CCO)N(S(=O)C(C)(C)C)C4)c2)cc1OC (some centres not stated)	1.2

Results (from the top)
mol	MPTP block
CC(=O)c1ccc(-c2cnc3c(NC=O)cc(-c4ccc(N5CCN(C)CC5)cc4)cn23)cc1	1.6
Cc1cc(C(=O)NNC(C)Cc2ccccc2)no1 (configuration not stated)	-0.1
CCc1ccc(C(O)c2ncc(-c3cccc(OC)c3)[nH]2)cc1 (configuration not stated)	2.3
COc1ccc(C#Cc2cccc(-c3nc(C(=O)NCc4ccc(Oc5ccccc5)cc4)cc4c3[C@@H](CCO)N(S(=O)C(C)(C)C)C4)c2)cc1OC (some centres not stated)	1.2
CC[C@H](NC(=O)CC[C@H]1O[C@@H](n2cnc3c(NC(=O)c4ccccc4)ncnc32)[C@H](O)[C@@H]1O)c1ccccc1	-0.4
CCN(CC)C(=O)c1cccc(-c2csc(C(C)(O)c3ccc(OC)cc3)n2)c1 (configuration not stated)	2.9
COc1ccc(NC(=O)N(C)[C@H]2C[C@H]3c4[nH]c5ccc(-c6ccc(OC)cc6)cc5c4CCN3C[C@H]2[C@H](C)O)cc1	0.4
CCCCN(C(C)=O)c1c(CC)nc2ccc(C(=O)Nc3cccc(OCC(=O)N(C)C)c3)cn12	-0.4
O=C(Nc1ccc(F)cc1)C(c1ccccc1OC(F)(F)F)N1CCN(c2cccc(C(F)(F)F)n2)CC1 (configuration not stated)	1.7
C[C@@H]1COc2cccc(N3CCC[C@H]3CO)c2S(=O)(=O)N1	0.6
O=C1NC(C2CC3C=CC2C3)Nc2ccccc21 (configuration not stated)	-0.3
Cc1ccccc1S(=O)(=O)NC(=O)C1(C)CCN1C(=O)CC1CCCC1 (configuration not stated)	0.3

The list goes on.
mol	MPTP block
C=C(C)C(=O)Nc1ccc2nn(-c3ccccc3O)nc2c1	0.5
O=C(c1ccoc1)N1CCN(c2cc(-c3ccccc3)nc3cc(-c4ccccc4)nn23)CC1	-0.1
Cc1[nH]ncc1Nc1c(C(C)C)cccc1C(C)C	0.9
O=C(NCCNc1ccc([N+](=O)[O-])cc1)c1ccccc1Cl	-0.1
O=C(COC(=O)Cc1ccc(Cl)cc1Cl)NCc1ccco1	0.0
Cc1cccc(CN2[C@H](COC(=O)Nc3ccccc3)C=CS2(=O)=O)c1	0.3
CCCCCCN1C[C@@H](O)[C@H](n2cc(COC(=O)c3ccccc3)nn2)C[C@@H]1c1ccc(OC)cc1	-1.9
Cc1cc(C(O)c2ncc(-c3ccc(Oc4ccccc4)cc3)[nH]2)ccc1F (configuration not stated)	8.3
CC(=O)Nc1cc(-c2ccoc2)cn2c(-c3ccccc3)cnc12	6.1
O=S(=O)(c1ccccc1)N1CCN(CCOc2ccc(F)cc2)CC1	-0.1
CC1(C(=O)Nc2ccc3nc[nH]c3c2)CCN1C(=O)C1(c2ccccc2)CC1 (configuration not stated)	0.0
COC(=O)CCCC[C@@H]1O[C@H](CCc2ccccc2)Cc2[nH][nH]c(=O)c21	-0.4

Further compounds.
mol	MPTP block
Cc1cccc(C)c1NC(=O)C1c2ccccc2OCC(=O)N1C1CC1 (configuration not stated)	0.5
COC(=O)c1sc(NC(=O)OCc2ccccc2)nc1CCNC(=O)OC(C)(C)C	1.8
O=NN(Cc1cccnc1)C(=O)NC1CCCCC1	0.0
O=S1(=O)C=C[C@H](COCc2ccccc2)N1	-1.7
COc1ccc(NC(=O)C2Cc3c(-c4cccc(C(N)=O)c4)ccnc3O2)cn1 (configuration not stated)	-0.8
COCCNc1nc(NCCN2CCNC2=O)c2sc(-c3ccccc3)cc2n1	-0.1
C[C@@H]1COc2cccc(N3CCSCC3)c2S(=O)(=O)N1	-0.2
O=C(Cc1ccc(Cl)cc1)NCC(=O)N1CCC2(CC1)NCCc1[nH]cnc12	-0.7
COc1ccc(C(=O)N2CCOC2CNC(=O)C(=O)NCc2ccccn2)cc1 (configuration not stated)	-0.8
Cc1cc2nc(-c3ccc(F)cc3)c(Cc3ccsc3)n2c(C)c1Br	3.2
Cc1ccc(S(=O)(=O)N2C[C@H]3C(=O)C[C@@H](c4ccccc4)N(S(=O)(=O)c4ccc(C)cc4)[C@H]3C[C@H]2c2cccc(C)c2)cc1	0.7
COC(=O)C[C@H]1C[C@@H]2c3cc(NC(=O)Nc4ccc(F)cc4)ccc3O[C@@H]2[C@@H](CO)O1	1.2

(more compounds)
Structure,MPTP block
Cc1ccc(S(=O)(=O)N2C[C@@H](C)[C@]3(C2)[C@H](O)[C@H](OC(=O)Nc2cccs2)C[C@H]2C(=O)N(c4ccccc4)C(=O)[C@H]23)cc1,-1.7
Cc1ccc(S(=O)(=O)Nc2ccc3c(c2)C(=O)N([C@@H](C)CO)C[C@@H](C)[C@@H](CN(C)C(=O)NC2CCCCC2)OCCCC[C@H](C)O3)cc1,-0.8
O=C(NCCN1CCC(n2c(=O)[nH]c3ccccc32)CC1)c1ccccc1C(F)(F)F,0.2
CC1(C)N=C(N)N=C(N)N1c1cc(Cl)ccc1Cl,-0.1
CC(NCC(=O)Nc1ccccc1C(=O)NC1CC1)c1ccc(Cl)cc1 (configuration not stated),1.2
O=C1c2ccccc2C(=O)N1C1C=CC=CC=C1,-1.1
O=C(O)c1c2c(nc3ccc(S(=O)(=O)N4CCC(C(=O)NCc5ccccc5)CC4)cc13)CCCC2,-0.5
COC(=O)c1ccc2nc(-c3cccc(Cl)c3)c(Cc3ccccc3OC)n2c1,-0.6
Cc1cc(Br)cn2c(Cc3ccccc3)c(-c3cccc(Cl)c3)nc12,3.2
COC(=O)[C@]12CCCCC=C1N(CCC1=CCCCC1)C(=O)[C@H](CC(=O)NCCCCc1ccccc1)C2,-2.2
COc1cc(Cn2c3ccc(NC(=O)CCc4ccccc4)cc3c(=O)n2C)ccc1F,0.9
COc1cc(OCc2ccccc2)c(CC(=O)O)c([N+](=O)[O-])c1,-0.8
CC/C(=N\NC(=O)c1cc(C)oc1C)c1ccc(OC(F)F)cc1,0.1
C=CCC1(CC=C)CCCN1C(=O)C1CCC(=O)N(Cc2ccc(Cl)cc2)C1 (configuration not stated),-0.5
CC(C)NC(=O)C1C(c2ccc(C(F)(F)F)cc2)=Nc2ccccc2N1C(=O)c1cc2ccccc2[nH]1 (configuration not stated),1.8

Additional records
Structure,MPTP block
CC(=O)Nc1ccc(S(=O)(=O)N[C@@H](C)C(=O)OCC(=O)c2ccc(Br)s2)cc1,0.1
COc1ccc(S(=O)(=O)N(C)C[C@H]2Oc3ncc(Br)cc3C(=O)N([C@@H](C)CO)C[C@@H]2C)cc1,-2.9
CC(C)[C@H](NC(=O)c1ccco1)C(=O)Nc1ccc(N2CCCCCC2)cc1,-1.3
COc1cccc(NC(=O)C2(C)CCN2Cc2ccccc2Cl)c1 (configuration not stated),1.1
O=C(C[C@@H]1C[C@@H]2c3cc(NS(=O)(=O)c4ccc(F)cc4)ccc3O[C@@H]2[C@H](CO)O1)NCc1ccc(Oc2ccccc2)cc1,-2.0
Cc1ccc(CN2C(=O)C(F)(F)Oc3ccccc32)cc1,0.4
CC(C)(C)CNC(=O)C1(C)CCN1C(=O)C1(c2ccccc2)CC1 (configuration not stated),-0.2
COc1cccc(C(NC(C)=O)c2nc(-c3ccc4c(c3)OCO4)cs2)c1 (configuration not stated),-1.0
COc1ccc(C(=O)N/C(=C\c2cn(S(=O)(=O)N(C)C)c3ccccc23)C(=O)N2CCCC2)cc1,0.5
Clc1cccc(Cc2c(-c3ccco3)nc3ccc(Br)cn23)c1,-1.1
O=S1(=O)CC(N2CC=CC2)CN1Cc1cn(Cc2cccc(Cl)c2)nn1 (configuration not stated),-2.4
COc1cccc(NC(=O)CSCc2nc3sc(C)c(C)c3c(=O)[nH]2)c1,0.8
Cc1cccc(C)c1NC(=O)C1(C)CSCC(=O)N1CCCn1ccnc1 (configuration not stated),6.5
NC(c1ccccc1)c1csc(Nc2ccc(S(N)(=O)=O)cc2)n1 (configuration not stated),-1.6
CC(O)(c1ccc(F)c(F)c1)c1nc(-c2ccc(Cl)cc2)cs1 (configuration not stated),2.7

Reprinted at random: 6 records from the list
Structure,MPTP block
COc1ccc(C(=O)N/C(=C\c2cn(S(=O)(=O)N(C)C)c3ccccc23)C(=O)N2CCCC2)cc1,0.5
COc1cccc(C(NC(C)=O)c2nc(-c3ccc4c(c3)OCO4)cs2)c1 (configuration not stated),-1.0
COc1cccc(NC(=O)C2(C)CCN2Cc2ccccc2Cl)c1 (configuration not stated),1.1
Clc1cccc(Cc2c(-c3ccco3)nc3ccc(Br)cn23)c1,-1.1
Cc1ccc(CN2C(=O)C(F)(F)Oc3ccccc32)cc1,0.4
NC(c1ccccc1)c1csc(Nc2ccc(S(N)(=O)=O)cc2)n1 (configuration not stated),-1.6

Next section
Structure,MPTP block
CC(=O)N1CCc2cc(NC(=O)C3(C)CCN3Cc3ccccc3OC(F)F)ccc21 (configuration not stated),0.6
CC1(C(=O)NS(=O)(=O)c2ccc(Cl)cc2)CCN1C(=O)CC1CCCC1 (configuration not stated),0.9
CCCCN1C(=O)C(CC(=O)NCc2cccc3ccccc23)CC(C(=O)N(C(C)C)C(C)C)=C1C (configuration not stated),0.0
O=C(c1[nH]c(C(F)(F)F)nc1-c1ccccc1)N1CCN(c2ccccn2)CC1,-2.9
O=S(=O)(c1ccccc1)N1CC2CC(Br)C(Br)CC21 (configuration not stated),-0.3
O=C1C(Sc2ccccc2)=C[C@@]2(O)CC[C@@H](O)[C@]1(Sc1ccccc1)[C@H]2O,-1.1
O=C(CCNC(=O)c1ccc(Cl)cc1)Nc1cc(C(F)(F)F)ccc1N1CCOCC1,-0.8
CC(O)C(NS(=O)(=O)c1ccc(Cl)cc1)C(=O)OCCOc1ccc(F)cc1 (configuration not stated),1.0
CC=C1OC(n2cnc3c(N)ncnc32)C(O)C1O (configuration not stated),-0.8
COC(=O)C1=CN(c2c(C)cc(C)cc2C)C(N)=C(C#N)C1c1ccccc1 (configuration not stated),1.3
CCN(CC)c1ncnc2c1ncn2[C@H]1CN(Cc2ccc(Cl)cc2)C[C@@H](CO)O1,1.0
O=C(Nc1ccccc1Cl)c1cc(C2CCCN(C(=O)OCCF)C2)on1 (configuration not stated),0.3
Cn1c(N)c(C(=O)CN2CCN(S(=O)(=O)c3ccccc3C#N)CC2)c(=O)n(C)c1=O,-1.0
COCCNc1oc(/C=C/c2cccc(OC)c2)nc1S(=O)(=O)c1ccccc1,0.6
CCOC(=O)C1(C)CCCN1C(=O)c1ccc2ccccc2c1 (configuration not stated),-0.1

Following part:
Structure,MPTP block
Cn1c(=O)c2cc(NC(=O)Cc3cccnc3)ccc2n1-c1ccc2ccccc2c1,-0.1
COCCCN1C(=O)C(CC(=O)NCCc2ccccn2)CC(C(=O)N2CCCCCC2)=C1C (configuration not stated),-0.2
Cc1ccc(-c2nc3c4ccccc4ccn3c2Cc2ccccc2C(F)(F)F)cc1,3.7
C[C@@H](NC(=O)c1ncn2c1c(=O)[nH]c1ccc(Br)cc12)c1ccccc1,-0.9
CC1=C(C(=O)N(C)C)CC(CC(=O)NC2CCCCC2)C(=O)N1CCCN1CCCC1=O (configuration not stated),0.7
N#CC1(NC(=O)CSc2nnc(C3CC3)n2N)CCCCC1,0.0
Cc1cc(C)c(NS(=O)(=O)c2ccccc2)c(C)n1,0.2
COc1ccc(C(NC(=O)C2CCN(CCOc3ccc(Cl)cc3Cl)CC2)c2ccccn2)cc1 (configuration not stated),1.1
Cc1ccc(C)c(NC(=O)C2(C)CCCN2C(=O)C(C)C)c1 (configuration not stated),0.2
COC(=O)[C@H]1C[C@H](OC(=O)NCc2ccccc2)[C@@]2(O)CN(S(=O)(=O)c3ccc(C)cc3)CC2[C@H]1C(=O)OC (some centres not stated),0.4
CN1CCC(NC(=O)C2(C)CCN2Cc2ccc3ccccc3c2)CC1 (configuration not stated),0.8
COC(=O)c1c(NC(=O)COC(=O)CNC(=O)c2cccc(OC(F)F)c2)sc(C)c1C,-2.0
Nc1nc2ccc(Cl)cc2cc1C(=O)NCCc1ccc(Cl)cc1Cl,13.8
CCCn1cnnc1CNC(=O)[C@H]1O[C@@H](n2ccc(=O)[nH]c2=O)[C@H](O)[C@@H]1O,-0.5
CC(C)(C)NC(=O)C(c1ccnc2ccccc12)n1c(=O)c(-c2ccccc2)nc2ccccc21 (configuration not stated),-2.4

Following part
Structure,MPTP block
Cc1c(C(=O)NCC2CC2)sc(=O)n1Cc1cccc(F)c1,-2.3
COc1ccc(CNC(=O)c2ccc(-n3cncn3)c3ccoc23)cc1OC,0.2
O=C(NCc1ccccc1)C(c1ccc(-c2ccccc2)cc1)n1c(=O)c(-c2ccco2)nc2ccccc21 (configuration not stated),0.5
CN(C1CCCCC1)S(=O)(=O)c1ccc2c(c1)c(=O)c(C(=O)O)cn2C,-1.2
CCCS(=O)(=O)NC(=O)C1(C)CCCN(C(=O)CCc2cccs2)C1 (configuration not stated),0.2
O=C(CC[C@H]1O[C@@H](n2ccc(=O)[nH]c2=O)[C@H](O)[C@@H]1O)N[C@H](Cc1ccccc1)C(=O)NCCCc1ccccc1,0.9
Cc1ccsc1C(=O)N1CCCC1(C)C(=O)NCC(C)C (configuration not stated),0.7
CCOc1ccc(/C(O)=C2\C(=O)C(=O)N(c3ccccn3)C2c2ccccc2F)c(C)c1 (configuration not stated),0.9
CCN(CC)c1cc2c(c3c1ccn3C)C1CCC2C1 (configuration not stated),1.3
CC1CC(C)CN(S(=O)(=O)c2ccc(F)c(C(=O)NC3CCCCC3C)c2)C1 (configuration not stated),1.3
CCN(CC)c1ncnc2c1ncn2[C@H]1CN(Cc2ccccc2)C[C@@H](COC(C)=O)O1,2.2
CCCC(=O)N1CCC1(C)C(=O)Nc1ccc(-n2cncn2)cc1 (configuration not stated),-1.3

Only part of the results is shown; rates above refer to the full screens.
